Screening data from PubChem.
GalR3 antagonist: blocks the human galanin receptor 3 | AID 651719 | actives 0.44% (n = 360,000) | inhibition, % at 3 µM | O60755 | HEK293 GalR3-CNG cAMP membrane potential fluorescence; galR3 body fused to GalR1 C-terminus;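 active = inhibition above the screen-wide average plus 3 SD, cut at about 13% in these data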;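 also: forskolin and galanin both at EC90 stimulate the cells; cAMP rise reported by CNG channel membrane potential dye signal; 0% = forskolin plus galanin with DMSO and 100% = forskolin alone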
Target sequence (O60755 1-299 limits assumed): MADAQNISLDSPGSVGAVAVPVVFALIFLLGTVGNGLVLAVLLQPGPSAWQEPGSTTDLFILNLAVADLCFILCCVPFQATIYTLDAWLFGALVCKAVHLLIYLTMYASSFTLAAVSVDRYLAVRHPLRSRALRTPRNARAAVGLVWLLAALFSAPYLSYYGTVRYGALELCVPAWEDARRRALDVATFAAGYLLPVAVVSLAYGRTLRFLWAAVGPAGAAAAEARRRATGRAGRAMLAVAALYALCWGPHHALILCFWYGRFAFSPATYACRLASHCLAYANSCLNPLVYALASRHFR
Numbers without * were called inactive.

GalR3 antagonist | SMILES
-5.8 | CCOC(=O)N1CCN(C(=O)C2CCC(=O)N(Cc3ccccc3OC)C2)CC1 (centres undefined)
-2.3 | C[C@@H]1CN([C@@H](C)CO)C(=O)CCCn2cc(nn2)CO[C@H]1CN(C)C(=O)Nc1ccc(C(C)(C)C)cc1
-5.2 | CN(Cc1cccnc1)C(=O)c1ccc(Cl)c(NS(=O)(=O)c2ccc(F)cc2)c1
-5.0 | C=CCCC(=O)N1C[C@H]2CCN(C)[C@H]2C[C@H]1c1ccccc1
-4.0 | CC(C)(C)c1ccc(C(=O)N2CCC2(C)C(=O)Nc2cccc(C#N)c2)cc1 (centres undefined)
3.2 | CN1CCN(C2CN(Cc3ccccc3)S(=O)(=O)C2)CC1 (centres undefined)
-5.0 | CCN1CCN(S(=O)(=O)c2ccc(Cl)c(C(=O)N(CC(C)C)C3CCS(=O)(=O)C3)c2)CC1 (centres undefined)
-5.0 | COc1c(C)cc(C(O)c2ncc(-c3cccc(F)c3)[nH]2)cc1C (centres undefined)
-8.4 | Cc1cc(N2CCN(C(=O)OC(C)(C)C)C[C@@H]2C)ccc1N1C[C@@H](C)O[C@@H](C)C1
-0.3 | CCCS(=O)(=O)NC(=O)C1(C)CCCN(C(=O)C(C)(C)Oc2ccc(Cl)cc2)C1 (centres undefined)
-5.7 | COc1ccc(-n2nnnc2C(C2CC2)N2CCN(C/C=C/c3ccccc3)CC2)cc1 (centres undefined)
-0.6 | O=C(COC(=O)c1ccc(-n2cnnn2)cc1)c1ccc(Br)cc1
-7.1 | CCCCOCCCNC(=O)C[C@@H]1C[C@@]2(C(=O)OC)CCCCC=C2N(Cc2ccccc2)C1=O
2.7 | O=C(Nc1cccc2[nH]c([C@H]3C[C@H](O)[C@@H](CO)O3)nc12)NC(c1ccccc1)c1ccccc1
-1.2 | CC(=O)Nc1cccc(-c2ccnc3c2CC(C)(C(=O)NCc2ccncc2)O3)c1 (centres undefined)
0.3 | O=C(NC(=S)N1CC=CCC1)c1ccccc1
-2.9 | CC(C)=C1CCC(C)CC1=NNC(N)=S (centres undefined)
-6.0 | COc1ccc(NC(=O)c2cccc(S(=O)(=O)N3CCc4ccccc43)c2)c(OC)c1
-4.6 | O=C(NNc1ccc([N+](=O)[O-])cn1)Nc1ccc(N=Nc2ccccc2)cc1
-6.5 | CCOC(=O)c1ccc(NC(=O)[C@@H]2CCC(=O)N2C2OC(=O)c3c2ccc(OC)c3OC)cc1 (some centres undefined)
-6.2 | COc1ccc(CN2C(=O)C(CC(=O)NCCN3CCOCC3)CC(C(=O)N3CCOCC3)=C2C)cc1 (centres undefined)
-4.9 | COc1cc(-c2cc(NC(C)=O)c3ncc(-c4ccc(F)cc4)n3c2)cc(OC)c1OC
-5.6 | COC(=O)/C=C/c1cccc([C@H]2[C@@H]3C=CC[C@@H](C)[C@@H]3C(=O)N2Cc2ccccc2)c1
-3.2 | CC(C)(C)S(=O)N1Cc2cc(C(=O)NCc3ccc(Oc4ccccc4)cc3)nc(-c3cccc(-c4cc5ccccc5o4)c3)c2[C@H]1CCO (some centres undefined)
-2.6 | CC(=O)Nc1ccc(NC(=O)c2cc(S(=O)(=O)N3CCCCC3)ccc2N2CCOCC2)cc1
-9.5 | Cc1ccc(CNc2nc(NCC3CC3)nc3ccsc23)c(C)c1
-5.8 | CCOc1nc(-c2ccccc2)ccc1-c1noc(-c2ccc(OC)c(OC)c2)n1
-5.3 | Cn1c(=O)c2c(-c3ccccc3)n(-c3cccc(Br)c3)cc2n(C)c1=O
-3.4 | CCc1ccc(CN(C)Cc2c(C(=O)N3CCOCC3)nc3c(C)cccn23)nc1
-7.8 | Clc1ccc(-c2cn(-c3nc4ccccc4s3)nn2)cc1
6.0 | Cc1cc(C)nc(NC2=N[C@@H]3CCCC[C@H]3N2C(=O)Nc2cc(Cl)cc(Cl)c2)n1
-9.7 | COc1ccc(CNC(=O)C2Cc3c(-c4ccc5c(c4)OCO5)ccnc3O2)cc1OC (centres undefined)

6 entries out of the list, ordered by molecular weight, low to high.
GalR3 antagonist | SMILES
-7.8 | Clc1ccc(-c2cn(-c3nc4ccccc4s3)nn2)cc1
-9.5 | Cc1ccc(CNc2nc(NCC3CC3)nc3ccsc23)c(C)c1
-3.4 | CCc1ccc(CN(C)Cc2c(C(=O)N3CCOCC3)nc3c(C)cccn23)nc1
-9.7 | COc1ccc(CNC(=O)C2Cc3c(-c4ccc5c(c4)OCO5)ccnc3O2)cc1OC (centres undefined)
-2.6 | CC(=O)Nc1ccc(NC(=O)c2cc(S(=O)(=O)N3CCCCC3)ccc2N2CCOCC2)cc1
-3.2 | CC(C)(C)S(=O)N1Cc2cc(C(=O)NCc3ccc(Oc4ccccc4)cc3)nc(-c3cccc(-c4cc5ccccc5o4)c3)c2[C@H]1CCO (some centres undefined)

Next section.
GalR3 antagonist | SMILES
-5.6 | C[C@H](CO)N1C[C@H](C)[C@@H](CN(C)Cc2ccc(F)cc2)Oc2ncc(Br)cc2C1=O
-3.2 | Cc1ccc(NC(=O)Nc2nnc([C@H]3C[C@H](O)[C@@H](CO)O3)s2)cc1
-6.0 | c1ccc(-c2nn(-c3ccccc3)[n+](-c3ccccc3)n2)cc1
-6.5 | Cc1nc2c(OCc3ccc(F)cc3)cccn2c1N(C)C(=O)CCC1CCCC1
-2.9 | COc1ccc(C(C)=O)cc1Cn1c(C)c(C(=O)NCC(C)C)sc1=O
-5.8 | COc1ccc([C@H]2C[C@H](n3cc(COC(=O)c4ccccc4)nn3)[C@@H](O)CN2C(=O)C2CCCCC2)cc1
0.1 | CCON1C(=O)C2(CCCCC2)C(=O)C12C=CCCC2 (centres undefined)
-4.5 | CC(C)(C)NC(=O)C(c1ccccc1)n1c(-c2ccc(-c3ccccc3)cc2)nc2ccccc21 (centres undefined)
-3.1 | CC(C)CN1C(=O)CN(S(C)(=O)=O)CC1(C)C(=O)Nc1ccc2c(c1)OCCO2 (centres undefined)
-5.9 | COC(=O)C[C@@H]1CC[C@@H](NS(=O)(=O)c2cccc(OC)c2)[C@@H](CO)O1
-6.9 | C[C@@H]1CN([C@@H](C)CO)S(=O)(=O)c2ccc(C#Cc3cccc(F)c3)cc2O[C@H]1CN(C)S(=O)(=O)c1cn(C)cn1
-6.6 | NC(=O)/C(=C\c1ccco1)NC(=O)c1ccco1
-2.2 | Cn1ccnc1CC(C)(O)c1ccccc1 (centres undefined)
-5.9 | CC(C)CN1C(=O)CN(S(C)(=O)=O)CC1(C)C(=O)NCc1ccccc1 (centres undefined)
-7.0 | COc1ccc(C(CNC(=O)CCNS(=O)(=O)c2ccc(Br)cc2)N2CCOCC2)cc1 (centres undefined)
0.4 | N#Cc1ccccc1S(=O)(=O)N1CCN(C(=O)c2cc3c(s2)CCC3)CC1
-8.0 | O=C(CSc1ccccc1)NC1CC1
1.5 | COc1ccc(Cl)cc1CN1C(=O)C(Cc2ccccc2)ON=C1C (centres undefined)
1.1 | Cc1cccnc1NC(=O)c1ccco1
-7.8 | CSc1ccccc1CNC(=O)C1(C)CCCN1CC(C)C (centres undefined)
-4.4 | O=S(=O)(NCc1ccc(Cl)c(Cl)c1)c1cc(Cl)ccc1N1CC[C@@H](O)C1
-5.9 | O=c1c2ccccc2on1-c1ccccc1
-2.6 | Cn1nc(C2CC2)cc1NC(=O)C1(C)CCN1C(=O)CC(c1ccccc1)c1ccccc1 (centres undefined)
-4.7 | CC1(C)CC(=O)C=C(c2ccccc2-c2ccc3cc[nH]c3c2)C1=O
-7.6 | O=C(CSc1nnc(CNC(=O)c2c(F)cccc2F)o1)NCc1ccc2c(c1)OCO2
0.5 | Cc1ccc(NC(=O)C2(C)CCN2C(=O)Cc2ccccc2)cc1C (centres undefined)
-7.2 | C[C@H](CO)N1C[C@H](C)[C@H](CN(C)C(=O)Nc2ccc(C(F)(F)F)cc2)OCc2cnnn2CCCC1=O
-3.1 | COc1cc(C(=O)CCc2ccc3c(c2)OCO3)cc(OC)c1OC
-3.3 | Cc1cc(CN2CCN(CC(=O)Nc3cc(Cl)ccc3-n3cncn3)CC2)no1
-0.8 | CCOC(=O)[C@]12CCC=C1N(Cc1ccc3c(c1)OCO3)C(=O)[C@H](CC(=O)N1CCC(c3ccccc3)CC1)C2
-6.8 | O=C1CC(C(=O)O)NC(=S)N1 (centres undefined)
-4.6 | COc1cc(CC(=O)C(=O)O)oc(=O)c1
-3.0 | O=C(NCc1ccccc1)C1c2ccccc2OCC(=O)N1Cc1ccco1 (centres undefined)
-5.4 | CCC(C)CN1C(=O)CN(S(C)(=O)=O)CC1(C)C(=O)NC(C)C (centres undefined)
-4.8 | O=C1c2ccccc2C(c2nnnn2-c2ccc3c(c2)OCCO3)N1CCCN1CCOCC1 (centres undefined)
-3.1 | O=C(O)c1ccc(Cl)c(NC(=O)C2CCN(S(=O)(=O)c3cccs3)CC2)c1
-4.4 | O=C1C=CC(=O)N1Cc1cccnc1
-6.3 | COC(=O)[C@@H](Cc1ccccc1)N[C@H](/C=C/c1ccccc1)[C@@H](O)Cc1ccccc1
-7.5 | C[C@]12CC[C@H](O)C[C@@H]1CC[C@@H]1[C@@H]2CC[C@@]2(C)[C@H]1CCC(=O)[C@]21CCCO1
-7.5 | Nc1c(-c2cccs2)nc2ccccn12
-6.8 | Cc1cc(C)c(CC(=O)c2ccccc2)c(C)c1
0.8 | Cc1ccc(C)c(NC(=O)c2ccc3c(c2)CCN3S(C)(=O)=O)c1
-3.6 | CCOC(=O)C1CCCN(C(=O)c2ccc3c(c2)CCO3)CC1 (centres undefined)
-2.4 | COc1ccc(NC(=O)CN(C)C(=O)CNC(=O)c2ccc3ccccc3c2)cc1
-2.2 | O=C(Cn1cc(COc2c(F)c(F)cc(F)c2F)nn1)c1ccc(O)cc1
-7.2 | O=C(Nc1nnc([C@@H]2O[C@H](CO)[C@@H](O)[C@H]2O)s1)Nc1ccccc1C(F)(F)F
-5.1 | CCCCCn1cc(CCC(=O)Nc2ccc(Oc3cccnc3)cc2)c2ccccc21
-2.8 | COCCCn1cc(CN2CC(N(C)C)CS2(=O)=O)nn1 (centres undefined)

Some of the entries so far, field by field:
O=C(Nc1nnc([C@@H]2O[C@H](CO)[C@@H](O)[C@H]2O)s1)Nc1ccccc1C(F)(F)F
- GalR3 antagonist = -7.2

CCCCCn1cc(CCC(=O)Nc2ccc(Oc3cccnc3)cc2)c2ccccc21
- GalR3 antagonist = -5.1

COCCCn1cc(CN2CC(N(C)C)CS2(=O)=O)nn1 (centres undefined)
- GalR3 antagonist = -2.8

More results follow.
GalR3 antagonist | SMILES
-5.2 | CCOc1ccccc1NC(=O)COC(=O)COc1cccc2c1OC(C)(C)C2
-4.0 | COc1ccc(C(=O)NCC(C)(c2ccccc2)c2ccccc2)cc1S(=O)(=O)N1CCOCC1
-6.6 | CC(C)(C)OC(=O)N(Cc1ccccc1)Cc1ccccc1OCc1cccc(NC(=O)C2CCC2)c1
-0.3 | CC(=O)c1nn(-c2ccccc2)c(=Nc2ccccc2)cc1C
-7.1 | Cc1cc(NC(=O)NC(=O)c2ccccc2NC(=O)C(C)N)ccc1Oc1ncc(Br)cn1 (centres undefined)
-6.5 | CC(=O)c1cccc(-c2ccc3c(c2)C(C)(Cc2ccc(S(C)(=O)=O)cc2)C(=O)N3)c1 (centres undefined)
2.8 | Cc1c(C(=O)N2CCN(C3CCS(=O)(=O)C3)CC2)oc2ccc(Cl)cc12 (centres undefined)
0.6 | O=[N+]([O-])c1cc(Br)c2c(c1)CCN2
-7.6 | CC1(C(=O)O)CCCN(C(=O)c2cccnc2Oc2ccccc2)C1 (centres undefined)
-2.1 | COc1ccc(-c2csc(C(C)(O)c3ccccc3)n2)cn1 (centres undefined)
-8.2 | C[C@H]1CCCCO[C@H](CN(C)Cc2ccc(C(=O)O)cc2)[C@@H](C)CN([C@@H](C)CO)C(=O)c2cc(NS(=O)(=O)c3cn(C)cn3)ccc2O1
-5.5 | CC(=O)C1=C(O)C(=Cc2ccccc2)OC1=O
-2.5 | Cc1ccc(C(=O)NC(Cc2cccc(C(F)(F)F)c2)C(=O)O)cc1 (centres undefined)
-5.7 | CC1(C(=O)NS(=O)(=O)c2ccccc2Cl)CCN1C(=O)C1CCCCC1 (centres undefined)
3.3 | CCCCN(C)C(=O)c1sc(=O)n(Cc2ccccc2F)c1C
-7.8 | CCOC(=O)C1(C)CCCCCN1C(=O)c1ccc(C(=O)OC)cc1 (centres undefined)
-6.9 | COC(=O)c1cc2c(c3c4cc(OC)ccc4n(S(=O)(=O)c4ccc(OC)cc4)c13)C(=O)N(Cc1ccccc1OC)C2
-5.0 | Cc1ccccc1-c1csc(C(O)c2ccc(F)cc2)n1 (centres undefined)
-2.9 | CCOC(=O)C1=C(C)N(C[C@@H]2CC[C@@H](Cc3ccc4cc(OC)ccc4c3)O2)C(=O)NC1c1ccc(OC)cc1 (some centres undefined)
-9.2 | CC1(Cc2cccc(C#N)c2)C(=O)Nc2ccc(-c3cccc(C(F)(F)F)c3)cc21 (centres undefined)
-1.0 | CC1=C(C(=O)N(C)C)CC(CC(=O)NCCCCc2ccccc2)C(=O)N1CCCN1CCCC1=O (centres undefined)
-3.8 | COc1ccc(CCN2C(=O)COc3ccccc3C2C(=O)NC(C)(C)C)cc1OC (centres undefined)
-7.8 | CC1(C(=O)O)CCCN1C(=O)c1ccco1 (centres undefined)
-2.8 | CCCCC[C@H](C)N1C[C@H](COCc2ccccc2)Oc2cc(N3CCC[C@@H]3CO)ccc2S1(=O)=O
-1.6 | CC(=O)Nc1cc(-c2cccc(CO)c2)cn2c(-c3cccc(C(F)(F)F)c3)cnc12
-4.0 | COc1ccc(C2CC(=O)Oc3cc4c(cc32)OCO4)cc1 (centres undefined)
-5.4 | COc1ccc(CN2CCN(C(=O)c3ccc(S(=O)(=O)NCc4ccco4)cc3)CC2)cc1F
-5.2 | O=C(NC1CC1)c1cccc(NC(=O)C2CCN(S(=O)(=O)c3ccccc3C(F)(F)F)CC2)c1
-7.0 | COc1cc(N)c2ncccc2c1OC
-6.8 | COc1ccc(-c2ccc(C(=O)NCc3ccccc3)c3occc23)c(C)c1
-7.9 | Clc1ccc(-c2cccc3nccn23)c(Cl)c1
-7.1 | CC1(C)CC(=O)C=C(Nc2ccc(O)cc2)C1
-4.0 | COc1ccc(S(=O)(=O)N(C)C)cc1NC(=O)Cc1ccc(S(=O)(=O)N2CCOCC2)s1

An excerpt; count on the stated rates, not on these rows.
